# 12-LOX inh: blocks human arachidonate 12S-lipoxygenase; P18054; purified 12hLO, xylenol orange hydroperoxide absorbance; Potency, µM (highest dose often 108 µM), for inactives: top-dose activity change, negative = inhibition, usual class: inhibitors; 1.1% of 580,000 active; AID 1671190; further: on the % scale 0 is the no-effect control and ±100 the full control effect
#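 Purified human 12hLO at 150 nM in 25 mM Hepes, 0.01% Triton X-100, pH 7.0, preincubated 15 min at room temperature with compound. Reaction started with 40 uM arachidonic acid, 30 min at room temperature. Hydroperoxide measured by Fe-xylenol orange, 573/405 nm absorbance ratio.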
# USP1 inh: blocks the human USP1/UAF1 deubiquitinase complex | recombinant USP1/UAF1, Ub-Rhodamine cleavage fluorescence | 0.23% of 390,000 active | Potency, µM (doses to about 57.1 µM), without a hit: at the highest dose activity change, negative = inhibition, hits mostly inhibitors | O94782; further: on the % scale 0 is the no-effect control and ±100 the full control effect; nearly all actives have a fitted effect of over 60% in size; inactives centre near -12
#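 In this screen, compounds sit with the deubiquitinase complex (1nM) for 15 min at room temperature before Ub-Rho is added at 150nM final. Fluorescence rise is then followed for 6 reads every 60 seconds.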
# TrxR1 substrate: is turned over as a substrate by rat TrxR1. O89049. purified TrxR1 substrate turnover, NADPH consumption readout. Potency, µM (doses to about 114 µM), inactives show at the highest dose activity change, negative = substrate turnover. 0.01% of 390,000 active; further: on the % scale 0 is the no-effect control and ±100 the full control effect; nearly all actives have a fitted effect of over 50% in size
#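 Rat TrxR1, dispensed at 90 nM, was prereduced with 400 uM NADPH (final) for 5 min at ~22 deg C, then incubated with compound 15 min before 400 uM selenite. A first-read NADPH fluorescence drop versus no-compound background flagged substrates.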
# RXFP1 agonist: RXFP1 (human) receptor agonism. Q9HBX9. HEK293T-RXFP1 cAMP TR-FRET, 30 min; response scale: percent of porcine relaxin response, buffer zero. Potency, µM (top dose mostly 57.5 µM), for inactives: at the top dose activation, most hits filed as activators. 0.3% of 370,000 active; further: on the % scale 0 is the no-effect control and ±100 the full control effect; nearly all actives have a fitted effect of over 60% in size; many of its hits are not listed in these tables
# Target sequence (Q9HBX9 whole entry, looked up): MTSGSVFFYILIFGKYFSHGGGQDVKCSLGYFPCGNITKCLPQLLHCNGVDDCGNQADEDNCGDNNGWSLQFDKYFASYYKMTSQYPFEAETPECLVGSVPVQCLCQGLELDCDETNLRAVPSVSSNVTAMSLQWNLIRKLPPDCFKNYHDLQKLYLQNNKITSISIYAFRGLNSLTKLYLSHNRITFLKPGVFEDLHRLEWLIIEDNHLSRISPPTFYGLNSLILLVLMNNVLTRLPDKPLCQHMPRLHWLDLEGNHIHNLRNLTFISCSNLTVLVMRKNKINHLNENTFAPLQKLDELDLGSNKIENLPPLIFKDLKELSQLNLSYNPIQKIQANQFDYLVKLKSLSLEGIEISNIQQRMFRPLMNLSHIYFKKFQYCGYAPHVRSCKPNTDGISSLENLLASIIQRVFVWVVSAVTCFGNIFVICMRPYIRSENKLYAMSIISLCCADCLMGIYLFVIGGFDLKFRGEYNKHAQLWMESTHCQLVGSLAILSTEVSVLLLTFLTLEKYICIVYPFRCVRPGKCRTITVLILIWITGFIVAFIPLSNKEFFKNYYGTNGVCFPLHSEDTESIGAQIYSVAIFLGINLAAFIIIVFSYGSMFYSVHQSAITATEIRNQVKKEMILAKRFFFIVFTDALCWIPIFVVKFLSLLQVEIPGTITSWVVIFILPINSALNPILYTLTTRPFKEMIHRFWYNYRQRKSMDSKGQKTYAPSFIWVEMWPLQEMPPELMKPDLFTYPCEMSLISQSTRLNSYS
#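 HEK293 cells stably expressing RXFP1, treated 30 min at 37C with compounds plus PDE4 inhibitor Ro 20174; cAMP measured by HTRF TR-FRET. Normalized to buffer and 29 nM porcine relaxin; EC50 by Hill fit.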
# RGS4 inhibitor: blocks human RGS4-accelerated GTP hydrolysis; Transcreener GDP fluorescence polarization, RGS4-accelerated GTP hydrolysis; P49798; 0.039% of 390,000 active; Potency, µM (top dose mostly 114 µM), for the others: top-dose activity change, negative = inhibition, usual class: inhibitors; AID 504845; further: on the % scale 0 is the no-effect control and ±100 the full control effect; nearly all actives have a fitted effect of over 75% in size; some results filed as inactive show a strong effect at the top dose
# Target sequence (P49798 whole entry, looked up): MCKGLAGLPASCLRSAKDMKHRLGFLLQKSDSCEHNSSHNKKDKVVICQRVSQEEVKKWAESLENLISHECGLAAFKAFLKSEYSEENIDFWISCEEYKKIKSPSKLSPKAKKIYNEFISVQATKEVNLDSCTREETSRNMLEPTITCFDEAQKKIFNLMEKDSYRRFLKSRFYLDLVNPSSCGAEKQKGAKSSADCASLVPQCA
#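 MLSMR compounds (23 nl, pin-transferred) preincubated 10 min at room temperature with a 500nM (2x) first reagent, then RGS4 at 900nM (2x) plus Transcreener GDP mix added; fluorescence polarization (620/688 nm) read before and after 90 min at 30 °C.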
# Vif-A3G inh: inhibitors of Vif-APOBEC3G interaction; Q9HC16; HeLa A3G-eYFP + Vif (tagged APOBEC3G with the HIV-1 protein that degrades it), YFP fluorescence, overnight; Potency, µM (top dose mostly 46.1 µM), without a hit: top-dose activity, negative = active, actives largely listed as inhibitors; 0.076% of 410,000 active; AID 602310;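 further: on the % scale 0 is the no-effect control and ±100 the full control effect; nearly all actives have a fitted effect of over 60% in size; hits raise eYFP signal because A3G escapes Vif-driven loss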
#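 HeLa cells stably expressing Vif and C-terminally eYFP-tagged A3G, seeded overnight at 37 deg C, then exposed to compound by pintool overnight at 37 deg C. Rise in yellow fluorescence (Ex 488/Em 500-530, Acumen) marks blocked Vif-driven A3G degradation.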
# rTrxR1 inhibitor: blocks rat thioredoxin reductase 1; O89049; recombinant rTrxR1, NADPH fluorescence consumption, selenite substrate; Potency, µM (top dose mostly 114 µM), for inactives: at the highest dose activity change, negative = inhibition, most hits filed as inhibitors; 1% of 390,000 active; AID 588453; further: on the % scale 0 is the no-effect control and ±100 the full control effect; nearly all actives have a fitted effect of over 65% in size
#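 Rat TrxR1 (90 nM in the dispensed reagent) was pre-reduced with 400 uM NADPH for 5 min at room temperature, then incubated with compound for 15 min. After 400 uM selenite was added, NADPH fluorescence (Ex 340/Em 450 nm) was followed for 8 min.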
# Vif-A3F inh: Vif-A3F binding inhibition; Potency, µM (top dose mostly 46.1 µM), without a hit: at the top dose activity, negative = active; HeLa A3F-eYFP + Vif (tagged APOBEC3F with the HIV-1 protein that degrades it), YFP fluorescence increase; AID 602313; 0.2% of 390,000 active; further: % of control where 0% means no effect; nearly all actives have a fitted effect of over 65% in size
#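 Fluorescence increase (Ex 488/Em 500-530) after overnight compound treatment at 37 deg C flags inhibition of Vif-driven A3F-eYFP loss in stable HeLa A3F-eYFP/Vif cells seeded overnight beforehand.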
# mIDH1 inhibitor: human IDH1 R132H inhibition | IDH1-R132H enzyme, NADPH consumption, diaphorase/resazurin fluorescence | Potency, µM (doses to about 76.6 µM), without a hit: top-dose activity change, negative = inhibition, hits mostly inhibitors | 0.093% of 390,000 active; further: on the % scale 0 is the no-effect control and ±100 the full control effect; nearly all actives have a fitted effect of over 65% in size
#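 IDH1-R132H (0.5 ug/mL dispensed) in pH 7.5 Tris buffer was preincubated 30 min with compound, then given a substrate mix of 0.016 mM NADPH and 2 mM alpha-KG for 80 min at room temperature; remaining NADPH was read by diaphorase/resazurin fluorescence.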
# An asterisk follows results filed as active; ? = inconclusive; . = no result given; & = joins results of further samples; [ ] = another dose, or the depositor's remark. The call rests on the fitted dose curve; in most records, active means well fitted curve in the direction sought with a large enough effect; inconclusive means small, poorly fitted or top-dose-only effect, or another doubt; inactive means no such curve, though single readings can be large; an effect the other way counts as inactive or inconclusive. Potency means the concentration at half of the fitted maximal effect.
SMILES,12-LOX inh,USP1 inh,TrxR1 substrate,RXFP1 agonist,RGS4 inhibitor,Vif-A3G inh,rTrxR1 inhibitor,Vif-A3F inh,mIDH1 inhibitor
CC(=O)N1CCN(C(=O)c2cc(C)nc3ccccc23)CC1,-3%,-14%,12%,2.4%,1%,-3%,21%[57.1 µM],-6%,18%
CCOC(=O)c1c(NC(=O)CSc2n[nH]c(N)n2)sc(CC)c1C,20%,-20%,-3%,2.6%,21%,-7%,6%,-5%,5%
COCCNC(=O)CSc1nc2cc3c(cc2c(=O)n1CCCC(=O)NCc1ccc(OC)cc1)OCO3,-2%&-16%,-8%&-3%,5%&2%[57.1 µM],3.9%&0.6%,10%&24%,0%&1%,1%&10%[57.1 µM],-6%&7%,0%&8%
C/C(=N\Nc1nc(-c2cc(C)ccc2C)cs1)c1cc2c(ccc3ccccc32)oc1=O,?,-5%,8%[57.1 µM],1.4%,-29%,-7%,-1%[57.1 µM],2%,8%
Cc1nc(C)c(-c2csc(Nc3cccc(O)c3)n2)s1,?,-27%,0%[57.1 µM],1.6%,-36%,?,5%[57.1 µM],5%,-5%
CCOc1cccc2c1Oc1nc(-c3ccccc3)nc(SCC(=O)Nc3ccc(F)cc3)c1C2,3%,?,1%,-0.1%,17%,0%,18%,-8%,-10%
CCOC(=O)C1CCCN(c2c(NCCN(C)Cc3ccccc3)c(=O)c2=O)C1 (stereo not drawn),1%[57.4 µM],-19%,-7%,0.1%,12%,0%,-12%,0%,9%
O=C(Nc1ccc(N2CCN(Cc3ccccc3)CC2)cc1)c1ncn[nH]1,2%,-12%,-8%,0.4%,1%,-2%,-12%,5%,2%
CC(=O)c1ccc(NC(=O)c2sc3nc4n(c(=O)c3c2C)CCCCC4)cc1,3%,-17%,-4%,0.2%,9%,1%,16%,3%,6%
CCn1c(SCC(=O)N2CCCCC2C)nc2ccsc2c1=O (stereo not drawn),-3%,-5%,-3%,1.8%,7%,3%,-5%,-3%,-2%
CC(=O)N1c2ccccc2C(=O)C1N1CCN(c2cccc(Cl)c2)CC1 (stereo not drawn),?,-2%,1%[57.1 µM],-1.0%,-15%,0%,9%[57.1 µM],2%,0%
Cc1cc(C)cc(N2CC(C(=O)Nc3cc(C)on3)CC2=O)c1 (stereo not drawn),2%,-21%,-2%,-0.3%,19%,3%,2%,10%,-11%
CCOC(=O)N1CCN(C(=O)c2cc(COc3cccc(C(C)=O)c3)on2)CC1,0%,-2%,-2%,-0.2%,15%,-1%,2%,-5%,-2%
CC(C)(C)c1ccc(S(=O)(=O)Nc2noc3ccccc23)cc1,31%[activator],7%,5%[57.1 µM],1.1%,12%,-5%,41%[0.0914 µM],-8%,-3%
CCc1cc2c(cc3c(=O)n(CC(=O)NCc4cccc(Cl)c4)nc(CC)n32)s1,0%,-6%,7%,12%,19%,-5%,16%,-13%,-6%
CN(c1ccccc1)S(=O)(=O)c1ccc2[nH]c(=O)[nH]c2c1,1%,-20%,7%,0.9%,30%,0%,26%,3%,1%
O=C(COc1ccc(F)cc1)Nc1cc(S(=O)(=O)N2CCCCC2)ccc1N1CCCCC1,6.3µM*,-7%,-15%,1.6%,2%,-4%,?,-11%,-4%
COc1cc(NC(=O)c2oc3c(c2C)-c2nn(Cc4cccc(Cl)c4)cc2CC3)cc(OC)c1,?,-4%,-2%,?,17%,-2%,24%,1%,0%
N#Cc1ccccc1OCC(=O)NC(N)=O,-4%,-24%,14%[57.1 µM],2.9%,-13%[11.4 µM],1%,13%,-6%,1%
CCOc1ccccc1CN1CCC(n2nccc2NC(=O)C2CCCC2)CC1,3%,-8%,-5%,3.3%,29%,2%,10%,-8%,-2%
CC(C)N1CCC(n2nccc2NC(=O)c2ccc3c(c2)OCO3)CC1,1%,-10%,-9%,1.5%,10%,0%,-5%,-13%,10%
CC[C@H](C)[C@@H](C(=O)N1CCNCC1)n1cc([C@@H](N)CC(C)C)nn1,-6%,-10%,-5%[57.1 µM],0.0%,-29%,1%,9%[57.1 µM],0%,18%
Cc1cnn(C(=O)c2ccccc2Br)c1,7%,-2%,0%,0.1%,13%,3%,25%,-11%,2%
COc1ccc(OC)c(S(=O)(=O)Nc2cc3c4c(c2)CC(=O)N4CCC3)c1,-20%,-7%,2%[57.1 µM],2.0%,-4%,-2%,6%[57.1 µM],1%,-5%
O=C(Nc1ccc(Cl)cc1)c1cccc(S(=O)(=O)Nc2ccccn2)c1,-6%,-16%,-7%,0.1%,-20%,-2%,-10%,1%,5%

# Some of these compounds in order of molar mass, descending.
SMILES,12-LOX inh,USP1 inh,TrxR1 substrate,RXFP1 agonist,RGS4 inhibitor,Vif-A3G inh,rTrxR1 inhibitor,Vif-A3F inh,mIDH1 inhibitor
CCOC(=O)N1CCN(C(=O)c2cc(COc3cccc(C(C)=O)c3)on2)CC1,0%,-2%,-2%,-0.2%,15%,-1%,2%,-5%,-2%
O=C(Nc1ccc(N2CCN(Cc3ccccc3)CC2)cc1)c1ncn[nH]1,2%,-12%,-8%,0.4%,1%,-2%,-12%,5%,2%
Cc1cnn(C(=O)c2ccccc2Br)c1,7%,-2%,0%,0.1%,13%,3%,25%,-11%,2%

# Next section.
SMILES,12-LOX inh,USP1 inh,TrxR1 substrate,RXFP1 agonist,RGS4 inhibitor,Vif-A3G inh,rTrxR1 inhibitor,Vif-A3F inh,mIDH1 inhibitor
COC(=O)c1ccccc1NC(=O)c1cc(CN2CCOCC2)on1,-1%,11%,1%[57.1 µM],-0.6%,-10%,4%,16%[57.1 µM],-1%,0%
CC1=C(C(N)=O)C(c2ccc(C)cc2)n2nc(SCc3ccccc3F)nc2N1 (stereo not drawn),?,-23%,-1%,-2.9%,0%,1%,17%,-2%,-7%
CCC1CN(C(=O)Nc2cc(C)ccc2OC)c2cc(Cl)ccc2O1 (stereo not drawn),-24%,1%,5%,-0.5%,5%,-8%,17%,0%,10%
O=C(CCSc1nc(-c2ccc3c(c2)OCO3)cc(C(F)(F)F)n1)NCc1ccccc1,0%,-4%,101%[activator],3.7%,28%,2%,39%[57.1 µM],-7%,2%
CCOC(=O)c1ccc(NC(=O)CCC(=O)N2Cc3ccccc3Oc3ncccc32)cc1,-10%,-13%,-10%,-2.1%,10%,-5%,-8%,5%,7%
CSc1ncc(CN2CCN(CCC(C)C)C(CCO)C2)cn1 (stereo not drawn),0%,-13%,0%,-1.3%,-16%,4%,17%,-17%,4%
C[C@H](NC(=O)c1ncn(Cc2ccccc2)c1C(=O)N[C@@H](C)c1ccccc1)c1ccccc1,-23%,-18%,4%[57.1 µM],-0.5%,12%,1%,18%[57.1 µM],4%,-6%
O=C(NCc1ccccc1)N[C@@H](Cc1c[nH]c2ccccc12)C(=O)O,-3%,-13%,-7%,-0.4%,-7%,0%,-11%,-13%,-11%
CCCCCC(O)(c1ccc(OC)cc1)C(CN1CCOCC1)c1ccccc1 (stereo not drawn),?,-24%,-8%,4.1%,-6%,-1%,-7%,-3%,5%
COc1ccc(CNC(=O)C2(CC(=O)NC(C)(C)C)CCCC2)cc1,0%,-19%,4%,1.8%,11%,2%,24%,7%,24%
Cc1cc(OC(C)C(=O)NCc2ccccn2)c2c(C)cc(=O)oc2c1 (stereo not drawn),4%&25%,-8%,51%[activator][57.1 µM],1.9%,-30%[56.9 µM],1%,32%[57.1 µM],7%,6%
CC(C)c1ccc2occ(-c3nn[nH]n3)c(=O)c2c1,-7%,1%,1%[57.1 µM],3.4%,14%,-4%,9%[57.1 µM],5%,-4%
CC(C)C(NC(=O)C1CC(=O)N(Cc2ccccc2)C1)c1nc2ccccc2[nH]1 (stereo not drawn),-9%,-18%,-5%[2.29 µM],.,-3%,1%,9%[57.1 µM],-8%,2%
Cc1ccc(S(=O)(=O)NC(=O)Nc2ccc(C)cn2)cc1,0%,-1%,12%,1.9%,9%,1%,7%,2%,0%
Cn1c(Cc2cccc3ccccc23)nnc1SCc1ccc([N+](=O)[O-])cc1,?,-6%,14%,0.6%,-14%,1%,39%[0.0914 µM],1%,6%
CCOC(=O)C1CCCN(C(=O)/C=C/c2ccc(OC)cc2)C1 (stereo not drawn),-1%,-18%,-3%,-2.9%,-22%,0%,22%,-1%,2%
O=C(O)CSCC(=O)N(c1ccccc1)c1ccccc1,-8%,-10%,4%,-0.2%,-4%,-1%,4%[57.1 µM],6%,3%
COc1cc2c(cc1OC)C(C)N(C(=O)c1cc(C)on1)CC2 (stereo not drawn),3%,-10%,0%,3.1%,-3%,?,-7%,-1%,6%
O=C(O)c1ccc(N/N=C/C2=C(N3CCOCC3)C(=C\c3ccccc3)/CC2)cc1,-56%,?,-6%,5.1%,?,6%,-28%,?,?
c1nc(CCO[C@H]2CCCCO2)cc2cc3c(cc12)OCO3,-13%,-26%,6%,.,0%,-14%,17%,-7%,0%[38.3 µM]
O=c1cc(-c2ccccc2)c2c([nH]1)CCCC2,8%,-9%,0%,1.8%,4%,-1%,4%,2%,9%
CC(=O)N1CCc2c(sc(NC(=O)CS(=O)(=O)c3ccc(F)cc3)c2C#N)C1,0%,1%,-1%,0.0%,16%,?,-13%,-2%,2%
CCCN(C(=O)c1cc(S(=O)(=O)N2CCc3ccccc32)cn1C)c1ccc(OCC)cc1,-9%,-15%,6%,-4.3%,19%,4%,20%,9%,0%

# These rows are one share of the data; rates above refer to the full screens.
